# High-throughput results deposited in PubChem BioAssay by The Scripps Research Institute Molecular Screening Center.
# FBW7 act – human FBW7 E3 ligase activation, primary screen; AID 1259310; normalized activity (activation), % at 26.1 µM; AlphaScreen FBW7–phospho-cyclin E peptide binding, activator screen; 650,000 tested, 0.13% active; in the data active = normalized activity above about 1.9%;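 also: purified mutant Fbw7 with reduced substrate affinity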
# TEAD-YAP block – TEAD-YAP interaction inhibition | HEK-TIYL cells, TEAD-Gal4/YAP UAS-luciferase luminescence | inhibition, % at 9.12 µM | 640,000 tested, 1.4% active; in the data active = inhibition above about 32%;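 also: 0% = median of test compound wells and 100% = reference inhibitor wells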
# MITF primary – human MITF inhibition, primary screen. O75030. AlphaScreen MITF homodimerization, bead proximity signal. inhibition, % at 2.6 µM. 650,000 tested, 0.91% active. AID 1259374; in the data active = inhibition above about 50%;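 also: 0% = vehicle wells with protein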
# Target sequence (O75030 whole entry, looked up): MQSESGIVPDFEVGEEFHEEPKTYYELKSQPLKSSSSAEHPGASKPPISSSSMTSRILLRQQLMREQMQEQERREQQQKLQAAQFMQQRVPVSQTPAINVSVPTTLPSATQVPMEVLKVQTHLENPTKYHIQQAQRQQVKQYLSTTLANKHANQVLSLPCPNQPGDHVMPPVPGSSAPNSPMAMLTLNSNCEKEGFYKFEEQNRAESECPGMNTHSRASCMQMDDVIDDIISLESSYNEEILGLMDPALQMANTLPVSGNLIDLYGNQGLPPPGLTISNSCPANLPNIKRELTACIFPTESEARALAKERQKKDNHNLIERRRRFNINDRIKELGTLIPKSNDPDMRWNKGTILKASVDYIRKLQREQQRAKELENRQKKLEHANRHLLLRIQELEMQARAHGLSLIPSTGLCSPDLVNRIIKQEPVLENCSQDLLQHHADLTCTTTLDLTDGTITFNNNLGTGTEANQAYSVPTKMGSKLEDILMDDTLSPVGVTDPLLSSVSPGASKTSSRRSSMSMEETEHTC
# GPR151 ag – human GPR151 activation | activation, % at 11.2 µM | PathHunter beta-arrestin GPR151 cells, luminescence | 650,000 tested, 1% active | Q8TDV0; in the data active = activation above about 4.9%;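 also: 0% = median of compound wells and 100% = cells with positive control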
# Target sequence (Q8TDV0 whole entry, looked up): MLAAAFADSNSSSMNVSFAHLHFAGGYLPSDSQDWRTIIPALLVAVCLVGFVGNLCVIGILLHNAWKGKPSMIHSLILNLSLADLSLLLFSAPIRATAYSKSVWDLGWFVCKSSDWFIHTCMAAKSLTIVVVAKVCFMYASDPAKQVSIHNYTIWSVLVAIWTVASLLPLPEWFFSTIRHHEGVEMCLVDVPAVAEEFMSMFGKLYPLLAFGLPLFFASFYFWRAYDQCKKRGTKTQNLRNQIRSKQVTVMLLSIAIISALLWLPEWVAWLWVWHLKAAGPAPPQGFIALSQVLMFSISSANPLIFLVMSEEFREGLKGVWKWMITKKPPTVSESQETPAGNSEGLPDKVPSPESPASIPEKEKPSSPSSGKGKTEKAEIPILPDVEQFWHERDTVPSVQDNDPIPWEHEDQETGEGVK
# An asterisk follows results filed as active; · = not tested or not shown. Random draw from the library (roughly 3.4% active in at least one column).
SMILES,FBW7 act,TEAD-YAP block,MITF primary,GPR151 ag
Cc1cc(C)c2nc(SCC(=O)N3CC(=O)Nc4ccccc43)c(C#N)cc2c1,0.1,54*,-2,0.7
CCCNC(=O)N1N=C(c2ccc(N)cc2)c2cc3c(cc2C1C)OCO3 (stereo unspecified),0.0,·,8,-0.8
Cc1noc(C)c1NC(=O)Nc1ccccc1N1CCOCC1,0.2,-5,5,-0.3
CCN(CC)CCCN(Cc1ccco1)C(=S)Nc1ccc(Cl)c(C)c1,0.0,-5,-10,-1.5
Nc1nc(NCc2ccccc2)cc(NCc2ccc3c(c2)OCO3)n1,-0.1,11,26,-0.8
CCOc1ccccc1Nc1nnc(SCC(=O)Nc2sccc2C(N)=O)s1,0.4,6,10,-4.4
COc1cc(/C=c2\sc3nc4c(C)cc(C)cc4n3c2=O)ccc1Oc1ccc([N+](=O)[O-])cc1C(F)(F)F,0.6,-8,14,-0.2
O=C(CN1CCN(C(=O)NCc2ccc(F)cc2)CC1)c1ccco1,-0.3,11,50,-1.4
CC(=O)Nc1ccc2c(c1)sc(=NC(=O)c1cccs1)n2C,0.0,-85,-5,-0.9
CCNc1nc(Cl)nc(NC2CCCCC2)n1,0.8,-45,2,3.8
O=C(Cn1cnc2sc3c(c2c1=O)CCC3)Nc1ccc(Oc2ccccc2)cc1,0.0,7,7,1.2
CC1CC(C)CN(C(=O)Cn2c(SCC(=O)O)nc3ccccc32)C1 (stereo unspecified),0.1,1,4,0.4
O=C(NC1CCCC1)c1ccc(-n2c(=S)[nH]c3ccccc3c2=O)cc1,0.0,7,0,-0.9
CC(C)NCCOCCOc1ccc(Br)cc1,-0.1,-5,3,0.1
COc1cc(Nc2nc(-c3cccc(N)c3)nc3c2ncn3C(C)C)cc(OC)c1OC,0.6,28,14,-1.2
CCC1(CCC(=O)NCCc2cnn(-c3ccccc3)c2)CCC(=O)N1 (stereo unspecified),0.1,-7,5,-1.8
O=C(/C=C/Nc1ccccc1F)c1ccc(Br)cc1,0.8,-47,23,-2.3
O=C(N/N=C/c1cccs1)c1cncc(Br)c1,0.2,-3,7,-0.7
O=C1[C@@H]2C[C@@H](O)CN2C(=O)[C@H]2CN(Cc3ccsc3)CCN12,0.1,6,5,0.1
Cc1cc(C[n+]2cc(Cl)ccc2N)c2ncccc2c1,0.1,11,0,1.0
COC(=O)c1cc(CNC(=O)c2ccco2)cc(NS(=O)(=O)c2ccc(F)cc2)c1,0.1,6,-14,-1.1
CCn1c(C)nc2cc(NC(C)=O)ccc21,0.2,8,6,-1.1
COc1ccc2c(CN3CCN(S(=O)(=O)c4ccccc4)CC3)cc(=O)oc2c1,0.4,3,2,0.2
COc1ccc(OCCCn2c(-c3ccc(Cl)cc3)nc3ccccc3c2=O)cc1,0.0,1,-17,-0.5
Cc1cc2ccccc2nc1SCC(=O)Nc1nccs1,0.1,-7,11,0.5
COc1ccc(NC(=O)c2sc3cc(-c4ccccc4)ccc3c2Cl)cc1,0.8,2,-1,0.9
Cc1cc(-c2ccccc2)nc2oc3c(c12)NC(=O)CN(c1ccc(F)cc1)C3=O,0.0,1,-14,0.0
O=S(=O)(c1c(Cl)cccc1Cl)N1CCCCCC1,0.2,-8,10,-1.8
O=[N+]([O-])c1ccc(-c2noc(CCc3ccccc3)n2)cc1,-0.3,-5,3,1.3
Oc1ccc(CCNc2nc(Nc3ccc(N4CCOCC4)cc3)nc3c2ncn3-c2ccccc2)cc1,0.0,9,16,2.0
Clc1ccc(-c2csc(NCC3CCCO3)n2)cc1 (stereo unspecified),0.0,0,-2,-1.1
Cc1cccc(-n2nnc3c(=O)n(Cc4ccccn4)cnc32)c1,1.1,4,7,-0.9
COc1ccc(Br)cc1/C=C1/SC(N)=NC1=O,0.1,-10,-2,-1.4
Cc1ccc(C)c(OCCCN2CCOCC2)c1Cl,0.2,-2,11,0.1
Cc1nnc(Sc2cc(C(=O)NCc3ccccn3)c3ccccc3n2)s1,-1.1,-4,7,0.4
Cc1ccc(N(C)S(=O)(=O)c2ccc3c(c2)oc(=O)n3C)cc1,-0.3,-13,-8,-1.0
N=C1C(c2nc3ccccc3s2)=C(O)CN1CC12CC3CC(CC(C3)C1)C2,0.1,-2,-1,-0.3
CCCCC(C(=O)Nc1ccc(Br)cc1)N1C(=O)c2ccccc2C1=O (stereo unspecified),0.5,-6,13,0.9
Cc1ccc2c(c1)-c1c(cnn1CC(=O)NCCN(C)C1CCCCC1)CO2,0.5,-1,1,-1.5
O=C(Nc1ccc(-n2cccn2)cc1)C1CCN(CC2CC=CCC2)CC1 (stereo unspecified),-0.1,-10,-7,-0.7
COCc1cc(CN2CCN(Cc3ccsc3)C(CCO)C2)ccc1OC (stereo unspecified),0.0,3,0,-0.9
C/C(Cc1ccccc1)=N/NC(=O)CNC(=O)c1ccccc1Br,0.1,15,10,-1.5
CCCOC(=O)CSC1=C(C#N)C(c2ccc3c(c2)OCO3)CC(=O)N1 (stereo unspecified),-0.1,1,-2,3.3
COc1ccc2cc(C(=O)Nc3ccccc3)c(=Nc3ccccc3F)oc2c1,0.1,-46,-1,-0.2
CN1C(=O)/C(=C\c2cccs2)c2ccccc21,-0.4,-32,8,-0.3
CC(=O)Oc1ccccc1N1C(=O)C2C3CCC(C3)C2C1=O (stereo unspecified),0.2,2,7,-0.2
O=C(CSc1ccc(Cl)cc1)Nc1ccc(N2CCOCC2)cc1,0.0,-16,-3,0.0
CCC(C)NC(=O)CO/N=C/c1ccccc1OC(F)F (stereo unspecified),-0.1,-2,0,-0.4
C=CCn1c2cc(C)oc2c2cnn(CC(=O)N(Cc3ccccn3)C3CC3)c(=O)c21,0.2,-16,-3,1.4
Cc1ccccc1Nc1nc(N)nc(COC(=O)c2cccn2C)n1,-0.1,-92,-3,-0.6
COc1ccc(-c2nnc(SCC(=O)Nc3cccc(C)c3C)n2-c2ccccc2)cc1,0.1,-44,11,0.8
O=C(NCc1ccco1)C(C(=O)c1ccccc1)n1ccccc1=O (stereo unspecified),0.1,12,-3,0.1
O=C(CN1C(=O)c2ccccc2C1=O)OCC(=O)c1ccc(Br)cc1,0.1,7,17,-1.5
CC(C)Oc1ccc(C(=O)Nc2sc3c(c2C(N)=O)CCCC3)cc1,0.1,6,4,-0.4
COC(=O)C1=CN(CC2CCCO2)C=C(C(=O)OC)C1c1cc2c(cc1Cl)OCO2 (stereo unspecified),0.0,-9,-16,2.7
O=C(CC1Sc2ccc(C(F)(F)F)cc2NC1=O)Nc1ccccc1F (stereo unspecified),-0.1,-5,-7,1.4
CC(=O)Oc1cccc(N2C(=S)NC(C)(C)C=C2C)c1,-0.1,4,8,-0.3
O=C1CCCC2=C1C(c1cccc(OCc3ccc(C(=O)O)cc3)c1)C1=C(CCCC1=O)O2,0.1,-7,7,-1.3
Fc1ccc(-c2nc(-c3ccncc3)ncc2-c2ccncn2)cc1,0.0,3,6,-0.8
COC(=O)c1ccc(NC(=S)NC(=O)c2ccc(C)cc2)cc1,-0.1,0,-5,-1.0

# One compound at a time, as listed above:
# `COc1ccc(-c2nnc(SCC(=O)Nc3cccc(C)c3C)n2-c2ccccc2)cc1` reads FBW7 act: 0.1; TEAD-YAP block: -44; MITF primary: 11; GPR151 ag: 0.8
# `C=CCn1c2cc(C)oc2c2cnn(CC(=O)N(Cc3ccccn3)C3CC3)c(=O)c21` reads FBW7 act: 0.2; TEAD-YAP block: -16; MITF primary: -3; GPR151 ag: 1.4
# `O=C(CC1Sc2ccc(C(F)(F)F)cc2NC1=O)Nc1ccccc1F` (stereo unspecified) reads FBW7 act: -0.1; TEAD-YAP block: -5; MITF primary: -7; GPR151 ag: 1.4

# More records:
SMILES,FBW7 act,TEAD-YAP block,MITF primary,GPR151 ag
O=C(COc1cccc2ccccc12)OCCOc1ccc([N+](=O)[O-])cc1,-0.1,0,3,2.8
COc1ccc(OC)c(-n2c(CNC(=O)c3ccc(S(=O)(=O)N(C)C)cc3)nnc2SCC(=O)Nc2cccc(C)c2)c1,-0.2,7,2,0.5
CC(C)N1CCC(N(CCN(C)C)C(=S)Nc2cccc(F)c2)CC1,0.0,-8,-2,0.4
COc1ccc(C)c2sc(NC(=O)Cc3ccc(SC)cc3)nc12,-0.1,1,8,1.4
COc1cccc(OCCOc2ccc(/C=C3/C(=N)N4C(c5ccccc5)=CSC4=NC3=O)cc2)c1,0.1,-7,3,-1.0
COC(=O)C1=CN(C2CCCCC2)C=C(C(=O)OC)C1c1ccc(C)s1,0.4,-5,-17,0.8
O=C(CN1CCN(c2ccccc2)CC1)Nc1ccc(CN2CCCCC2)cc1,-0.2,22,-2,1.3
OCCNc1nc(NCc2ccc3c(c2)OCO3)nc2c1ncn2-c1ccccc1,-0.1,0,-12,-2.1
C=C(C)COc1ccc2c3c(c(=O)oc2c1C)CCC3,0.1,-13,-5,-0.2
COc1ccc(NC(=O)c2c(NC(=O)Cc3ccccc3)sc3c2CCCC3)cc1,-0.2,-13,-9,0.1
Cc1ccc(S(=O)(=O)N2CCSC2c2ccccc2Cl)cc1 (stereo unspecified),0.0,-11,13,0.6
Cc1cc(NC(=O)COC(=O)CCNS(=O)(=O)c2cccc(C(F)(F)F)c2)no1,0.1,-5,-8,-0.8
C=CCSc1nnc2c(n1)OC(c1ccc(O)cc1)Nc1ccccc1-2 (stereo unspecified),0.2,-31,5,-0.3
COC(=O)C1=NN(C(=O)c2ccc([N+](=O)[O-])cc2)C(O)(C(C)(C)C)C1 (stereo unspecified),0.1,-1,11,0.2
COc1ccc(C2C(C#N)=C(N)OC3=C2C(=O)CC(c2ccco2)C3)cc1O (stereo unspecified),0.2,3,-5,-0.5
O=S(=O)(c1cc(Cl)ccc1Cl)N1CCN(c2ccc3nncn3n2)CC1,0.5,6,7,-0.3
CCOCCn1cnc2sc(C(=O)Nc3cc(F)ccc3C)c(C)c2c1=O,-0.1,13,-3,1.5
COc1cccc(OCCCOc2ccc(/C=C3/C(=N)N4C=CSC4=NC3=O)cc2)c1,-0.1,-11,-2,-0.6
C(=C\c1ccccc1)/C=N/N1CCN(c2ccccn2)CC1,0.0,-37,13,-2.2
COc1ccc(C2CC(=O)C(C=Nc3ccc(C)cc3)=C(O)C2)cc1 (stereo unspecified),-0.1,1,-6,-1.3

# 3 compounds drawn at random from those above, as already listed:
SMILES,FBW7 act,TEAD-YAP block,MITF primary,GPR151 ag
Cc1cc(-c2ccccc2)nc2oc3c(c12)NC(=O)CN(c1ccc(F)cc1)C3=O,0.0,1,-14,0.0
CCN(CC)CCCN(Cc1ccco1)C(=S)Nc1ccc(Cl)c(C)c1,0.0,-5,-10,-1.5
Fc1ccc(-c2nc(-c3ccncc3)ncc2-c2ccncn2)cc1,0.0,3,6,-0.8

# Reprinted from above, five compounds:
SMILES,FBW7 act,TEAD-YAP block,MITF primary,GPR151 ag
O=C(COc1cccc2ccccc12)OCCOc1ccc([N+](=O)[O-])cc1,-0.1,0,3,2.8
COc1ccc(OC)c(-n2c(CNC(=O)c3ccc(S(=O)(=O)N(C)C)cc3)nnc2SCC(=O)Nc2cccc(C)c2)c1,-0.2,7,2,0.5
CC(C)N1CCC(N(CCN(C)C)C(=S)Nc2cccc(F)c2)CC1,0.0,-8,-2,0.4
COc1ccc(C)c2sc(NC(=O)Cc3ccc(SC)cc3)nc12,-0.1,1,8,1.4
COc1cccc(OCCOc2ccc(/C=C3/C(=N)N4C(c5ccccc5)=CSC4=NC3=O)cc2)c1,0.1,-7,3,-1.0

# (listing goes on)
SMILES,FBW7 act,TEAD-YAP block,MITF primary,GPR151 ag
COc1cccc(-n2c(=S)sc3c(=O)n(-c4ccccc4OC)c(SCc4cccnc4)nc32)c1,-0.1,-10,7,-0.3
COCCOC(=O)CSc1ncccc1-c1nc2cc(C)c(C)cc2[nH]1,0.1,17,5,-4.6
COc1cc(C)c(S(=O)(=O)Nc2cccc(C(=O)O)c2)cc1C,0.1,-11,-22,-0.8
CCCC(=O)Oc1cc2c(C(=O)OCC)c(C)n(-c3ccccc3)c2c2ccccc12,0.0,-6,3,0.1
CCC(C)NC(=O)C(=O)Nc1cccc(Br)c1 (stereo unspecified),1.2,-54,3,-1.6
CCCn1c(O)c(CN2CCN(C)CC2)c(C)c(C#N)c1=O,-0.2,-8,-7,-0.1
Cc1ccc(NCC(=O)c2ccc(-c3ccccc3)cc2)cc1,0.1,11,15,-2.8
CC(C)n1c(=S)[nH]c2ccc(Cl)cc2c1=O,0.0,4,14,-0.2
c1ccc(-n2cnc3c(NCCN4CCOCC4)nc(N4CCN(c5ccccn5)CC4)nc32)cc1,0.1,11,15,-1.0
COc1ccccc1C(=O)Nc1nnc(SCC(=O)c2ccccc2)s1,-0.1,-65,-15,-1.5
CCOC(=O)c1c(NC(=O)c2cccc(Cl)c2)sc(C(=O)Nc2ccc(C)c(Cl)c2)c1C,0.1,-6,-9,-1.0
COc1ccccc1N1CCN(S(=O)(=O)c2c(N)n(C)c(=O)n(C)c2=O)CC1,-0.1,-9,5,-1.5
Cc1cccc(N(CC(=O)NCCSCc2cccc(Cl)c2)S(=O)(=O)c2ccccc2)c1C,-0.2,2,-2,0.8
CC(C)Nc1cc(N2CCC3(CC2)OCCO3)c2noc3c2c1C(=O)c1ccccc1-3,-0.7,20,56*,3.8
